High-throughput results deposited in PubChem by Broad Institute.
MITF TRPM1 HTS – activators of MITF-driven TRPM1 promoter reporter, primary screen, cell-based, SK-MEL-5, luciferase, single point; 0.75% of 300,000 active; SK-MEL-5 TRPM1-promoter luciferase, 24 h; % of positive control, neutral wells = 0; AID 588334, 2011; activation, % at 12.5 µM;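 active = mean activation of at least 80% with every replicate also reaching 80%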;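 note: 0% = neutral control wells and 100% = parthenolide positive control wells; values of inactives mirror those of a sister screen read the other way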
NSD2 HMT inh – NSD2 histone methyltransferase inhibitors, primary screen, biochemical, AlphaScreen, single concentration, set 2; Histone-lysine N-methyltransferase NSD2 (Homo sapiens), O96028; NSD2 peptide methylation, 120 min; inhibition, % at 12.5 µM; 0.54% of 310,000 active; AID 743445, 2014; in the data active = inhibition above about 50%
SR-BI uptake up – activators of SR-BI mediated DiI-HDL uptake, primary screen, ldlA[mSR-BI] CHO cells, DiI fluorescence; 3 h; 100 = double the neutral-control signal; activation, % at 12.5 µM; 0.096% of 320,000 active; AID 504775, 2011;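 active = mean replicate activation of at least 60% and every replicate at or above 60%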;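 note: 0% = median plate neutral-control signal and 100% = twice that signal; values of inactives mirror those of a sister screen read the other way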
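System: CHO ldlA[mSR-BI] cells / Medium: HEPES-buffered (25 mM, pH 7.4) F12 plus 0.5% BSA / Probe or stimulus: labelled HDL, 10 µg/mL / Doses: single compound concentration, delivered by pin transfer / Schedule: 3 h, 37 °C / Measured by: DiI fluorescence, bottom read / Measure: cell-associated DiI fluorescence as measure of HDL uptake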
Rtt109 Vps75 – inhibitors of C. albicans Rtt109/Vps75 HAT, primary screen, biochemical, ThioGlo CoA-SH fluorescence, plate reader | purified Rtt109/Vps75, 4 h | inhibition, % at 34.9 µM | 0.16% of 330,000 active;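 active = inhibition of at least 50% in every replicate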
CAL PDZ FP-1 – CAL PDZ peptide-binding inhibitors, primary screen, biochemical, fluorescence polarization, Cer-tagged CAL PDZ, HTS | 0.02% of 330,000 active | purified CAL PDZ, TMR-peptide fluorescence polarization, 1 h | Golgi-associated PDZ and coiled-coil motif-containing protein (Homo sapiens), Q9HD26 | AID 504414, 2011 | inhibition, % at 20 µM;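 active = highest replicate inhibition of at least 40%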;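 note: plate controls were DMSO neutral control wells for no effect and unlabeled competitor peptide control wells for full effect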
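material = purified tagged CAL PDZ domain construct (CerCALP) | buffer or medium = sodium phosphate/NaCl buffer pH 7.4 with TCEP, IgG, Thesit | reagent = TMR-labelled reporter peptide T*-PRC34 bound in PDZ groove | incubation = 1 h room-temperature incubation prior to read | measured by = fluorescence polarization (mP) | evaluation = percent inhibition from loss of millipolarization | control set = unlabelled peptide and DMSO controls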
dFosB activator – activators of delta FosB homodimer, primary screen, biochemical, fluorescence polarization, TAMRA-CDK5 oligo, single point; activation, % at 25 µM; purified delta FosB; percent of positive-control signal above neutral wells; 0.99% of 340,000 active; Protein FosB (Mus musculus), P13346;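 active = mean activation above about 17%, with every replicate also reaching it, limit read from the data, passing the limit was not always enough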;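 note: fluorescence polarization rise as delta FosB binds a TAMRA Cdk5 AP-1 oligo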
Target sequence (P13346 whole entry, looked up): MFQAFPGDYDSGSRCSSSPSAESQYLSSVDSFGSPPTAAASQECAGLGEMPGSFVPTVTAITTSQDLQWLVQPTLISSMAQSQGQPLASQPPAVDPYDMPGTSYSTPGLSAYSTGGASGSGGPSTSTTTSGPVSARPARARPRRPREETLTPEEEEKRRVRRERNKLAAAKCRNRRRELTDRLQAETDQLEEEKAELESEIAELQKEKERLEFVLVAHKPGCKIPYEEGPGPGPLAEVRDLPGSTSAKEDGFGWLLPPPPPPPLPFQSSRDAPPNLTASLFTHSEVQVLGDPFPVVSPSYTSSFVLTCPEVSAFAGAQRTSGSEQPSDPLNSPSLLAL
CAL PDZ FP-2 – untagged CAL PDZ binding inhibitors, primary screen, biochemical, fluorescence polarization, HTS. purified CAL PDZ, TMR-peptide fluorescence polarization, 1 h. inhibition, % at 24.9 µM. 0.92% of 300,000 active. AID 602252, 2012;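 active = mean inhibition of at least 30% with at least half of replicates also reaching 30%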;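 note: 0% = DMSO neutral control and 100% = excess unlabeled competitor peptide PRC23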
PvdQ acylase – P. aeruginosa PvdQ acylase inhibitors, primary screen, biochemical, fluorescence, plate reader and imaging, single point | PvdQ acylase [Pseudomonas aeruginosa LESB58] | purified PvdQ acylase | inhibition, % at 10 µM | 0.063% of 340,000 active | AID 488965, 2010; in the data active = inhibition above about 30%, passing the limit was not always enough;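 note: 0% = vehicle neutral wells and 100% = reference inhibitor wells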
SR-BI DiI inh – inhibitors of SR-BI mediated HDL lipid uptake, primary screen, ldlA[mSR-BI] cells, fluorescence, single point; Scavenger receptor class B member 1 (Mus musculus), Q61009; ldlA[mSR-BI] CHO cells, DiI-HDL uptake fluorescence, 3 h; inhibition, % at 12.5 µM; 0.96% of 320,000 active; AID 488896, 2010;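 active = mean replicate inhibition of at least 70% and a set share of replicates each scoring 70 or more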;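 note: 0% = median of neutral control wells and 100% = median of positive control wells; values of inactives mirror those of a sister screen read the other way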
Target sequence (Q61009 whole entry, looked up): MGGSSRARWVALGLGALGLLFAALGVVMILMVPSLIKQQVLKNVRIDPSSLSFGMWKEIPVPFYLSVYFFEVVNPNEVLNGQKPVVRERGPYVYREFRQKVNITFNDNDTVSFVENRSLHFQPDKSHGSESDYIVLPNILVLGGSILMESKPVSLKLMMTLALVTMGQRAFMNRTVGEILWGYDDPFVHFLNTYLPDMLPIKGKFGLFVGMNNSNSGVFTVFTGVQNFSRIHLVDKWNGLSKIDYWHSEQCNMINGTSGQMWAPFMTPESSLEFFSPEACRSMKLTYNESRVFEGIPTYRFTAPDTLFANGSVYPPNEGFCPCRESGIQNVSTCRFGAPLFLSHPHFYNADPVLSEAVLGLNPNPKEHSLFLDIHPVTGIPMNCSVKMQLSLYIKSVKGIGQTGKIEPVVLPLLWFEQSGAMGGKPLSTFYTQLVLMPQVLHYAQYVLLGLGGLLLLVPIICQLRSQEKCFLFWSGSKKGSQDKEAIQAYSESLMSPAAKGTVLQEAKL
PfHsp90 set2 – growth inhibition of PfHsp90-expressing yeast, primary screen, antimalarial PfHsp90 inhibitor project, S. cerevisiae, BacTiter-Glo luminescence, single point, set 2. 0.32% of 310,000 active. BacTiter-Glo ATP, 48 h; yeast lacking PDR1 and PDR3 efflux regulators. inhibition, % at 9.4 µM;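 active = every replicate shows inhibition above about 80%, whatever the replicate mean, limit read from the data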;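 note: 0% = DMSO neutral controls and 100% = 20 µM radicicol positive controls; yeast relying on Plasmodium falciparum Hsp90 in place of its own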
An asterisk follows results filed as active; . = no result given.

SMILES	MITF TRPM1 HTS	NSD2 HMT inh	SR-BI uptake up	Rtt109 Vps75	CAL PDZ FP-1	dFosB activator	CAL PDZ FP-2	PvdQ acylase	SR-BI DiI inh	PfHsp90 set2
O=C(NC(N1CCOCC1)C(Cl)(Cl)Cl)c1ccccc1Cl (stereo unspecified)	-4.3	-5.0	2.9	3.9	-0.9	-6.0	.	4.1	-2.9	-0.4
COc1cc(CN2C(=O)C(NC(=O)c3ccco3)(C(F)(F)F)C3=C2CC(C)(C)CC3=O)cc(OC)c1 (stereo unspecified)	10.1	1.4	11.9	6.3	-0.6	-15.2	0.6	-2.2	-11.9	-33.7
Oc1ccccc1C1=Nc2ccccc2N=C(c2cccs2)C1	-6.7	-4.7	-16.4	-7.0	0.6	-5.5	-1.7	-0.8	16.4	6.9
COC(=O)c1ccccc1NC(=O)COC(=O)/C=C/c1cccs1	-10.7	-3.8	-4.5	-2.6	-1.6	-1.0	.	-11.6	4.5	.
CN(C)c1ccc(/C=N\NC(=O)c2csnn2)cc1	13.2	30.1	-8.9	-1.7	.	-1.2	-1.0	14.1	8.9	-11.6
COc1ccc(N(C(C)C(=O)N/N=C/c2cccnc2)S(C)(=O)=O)cc1 (stereo unspecified)	2.4	-2.1	27.5	-1.9	-0.3	2.0	3.8	-3.8	-27.5	7.9
COc1ccc(NC(=O)ON=C2c3ccccc3-c3ccccc32)cc1	6.9	0.8	-11.6	1.7	-1.0	-12.7	-1.6	-5.9	11.6	-33.6
O=C(Nc1nc2c(s1)CCCC2=O)c1cnccn1	26.9	-1.8	7.1	1.2	-2.6	-1.7	.	-5.3	-7.1	14.3
COc1ccc(C(C)NC(=O)c2ccoc2C)cc1OC (stereo unspecified)	7.0	-0.8	23.9	-4.9	-2.6	-2.3	.	-5.7	-23.9	-29.7
CCN(CC(=O)Nc1c(F)cccc1F)C(=O)c1ccc(NC(=O)CC2SC(N3CCCC3)=NC2=O)cc1 (stereo unspecified)	-5.1	-3.3	-1.5	-5.4	-1.2	-16.0	-1.8	-12.1	1.5	-11.7
Nc1nc(NCc2ccco2)nc(Nc2cccc(F)c2)c1[N+](=O)[O-]	.	-4.5	-15.8	0.7	1.8	-2.2	-4.3	11.3	15.8	5.1
COC(=O)c1ccc(NC(=O)CCN2C(=O)NC(C)(C)C2=O)cc1	1.9	-0.8	10.9	5.8	0.3	7.4	-0.8	-12.4	-10.9	-21.3
CCN1CCN(c2c(C=O)c(Cl)nc3ccc(OC)cc23)CC1	16.8	8.0	8.9	-2.2	-2.2	26.7*	-8.7	-9.0	-8.9	23.3
Cc1sc2nc(C(C)(C)C)oc(=O)c2c1C	-3.1	-2.8	14.1	1.2	-2.3	-8.1	.	3.2	-14.1	9.1
COCc1ccc(-c2ccc3c(c2)c(C#Cc2ccsc2)c(-c2cc(OC)cc(OC)c2)n3C)cc1	-6.6	.	-28.0	-12.6	0.4	0.5	-3.9	-20.9	28.0	-0.5
COC(=O)c1sc(NC(=O)CSc2nncs2)c(C(=O)OC)c1C	7.6	-0.4	-56.0	-0.4	-1.4	-21.7	-1.5	-6.5	56.0	-6.3
CC(C)Oc1ccc(C(=O)NCC(=O)O)cc1	4.9	0.2	0.7	4.2	1.2	-1.6	-12.6	-10.8	-0.7	13.3
Cc1ccc(NS(=O)(=O)c2cccc(C(=O)NCC3(N(C)C)CCCCC3)c2)cc1	-2.1	-1.0	18.7	-8.0	-3.6	-9.3	.	-11.5	-18.7	-2.0
OC(COc1ccc(Cl)cc1)CN1CCN(c2ccccc2)CC1 (stereo unspecified)	.	5.6	3.0	-4.0	0.1	0.1	-2.4	0.1	-3.0	6.0
COCc1cc(C)nc(SCc2ccc(Br)cc2)c1C#N	20.5	-0.2	-16.1	-3.1	-0.1	-4.1	-199.0	-18.7	16.1	-2.3
Cc1ccc(C(c2nnnn2CS(=O)(=O)c2ccc(C)cc2)N2CCC(C(N)=O)CC2)cc1 (stereo unspecified)	.	-1.8	18.2	-2.2	-1.0	-7.2	-2.8	-12.7	-18.2	-4.6
O=C(Nc1cccc(Cl)c1N1CCOCC1)c1cc([N+](=O)[O-])ccc1N1CCOCC1	12.5	.	12.7	-8.0	-2.4	-8.6	-4.1	9.8	-12.7	-10.5
Cc1ccc(CN2CC(C(=O)NCCCn3nc(C)cc3C)CC2=O)cc1 (stereo unspecified)	1.7	-2.9	34.8	-29.6	-1.9	-11.6	-2.5	-13.8	-34.8	3.2
CCc1cc2cc3c(cc2nc1SCC(=O)Nc1cc(C)on1)OCO3	-48.7	3.1	-4.9	-6.8	-1.8	49.2*	-4.9	-1.4	4.9	-14.6
Cc1sc2ncnc(Sc3ccccc3C(=O)Nc3ccc(C#N)cc3)c2c1C	-10.6	1.9	-5.1	-5.0	-0.3	-3.7	9.9	-16.2	5.1	8.9
CCc1ccccc1NC(=O)C1=CC(c2ccc(OC)c(OC)c2)=NS(=O)(=O)N1C	.	.	-56.1	-10.7	-0.3	-4.3	.	5.1	56.1	7.7
Cc1occc1C(=O)N/N=C/c1ccccc1[N+](=O)[O-]	.	-3.1	-13.0	-1.5	-1.3	-1.1	.	-22.0	13.0	3.8
CCN1CCN(C(=O)c2cc(COc3ccc(F)cc3F)on2)[C@@H](C)C1=O	-1.1	-0.3	5.8	-7.6	0.2	-1.7	0.1	-0.5	-5.8	17.2
C#CCOCCOCCOCCNc1nc(N2CCOCC2)nc(N2CCN(C(=O)CCCCCCCCCCNC(=O)[C@H](CO)n3cc(CCCSC)nn3)CC2)n1	-12.9	.	-24.6	4.9	-1.0	-19.6	-0.8	-14.9	24.6	2.3
CC12CC3CC(C)(C1)CC(C(=O)NC1=NCCS1)(C3)C2	.	-4.5	2.2	-1.6	0.0	-5.4	-3.2	-3.3	-2.2	3.1
O=C(CCc1nnc(CCCCc2ccccc2)o1)NCCCc1cccnc1	11.9	-0.2	10.7	-7.7	-3.0	-3.1	-2.3	-17.2	-10.7	-8.2
COc1ccc(C(CC(=O)NC(C)c2ccc(-c3ccccc3)cc2)NC(C)=O)cc1 (stereo unspecified)	-12.3	-6.5	-15.9	-3.7	-2.6	-2.0	-3.0	-10.8	15.9	-107.4
CCCN(C(=O)CCCSc1nc2ccccc2[nH]1)c1c(N)n(Cc2ccccc2)c(=O)[nH]c1=O	4.3	1.2	9.3	.	-3.2	-5.0	-0.6	8.0	-9.3	.
CC(NC(=O)COc1ccccc1Cl)c1ccccc1 (stereo unspecified)	-5.9	.	.	1.9	-4.2	-8.7	1.0	-9.0	.	-3.9
Cc1ccc(S(=O)(=O)N2CCOCC2)cc1NC(=O)CN1CCN(c2ccc(O)cc2)CC1	-44.0	1.0	.	7.3	-0.5	-10.9	.	-15.1	.	1.5
Cc1ccc(S(=O)(=O)Nc2ccc3c(c2)c2c(n3S(=O)(=O)c3ccc(C)cc3)CCCC2=O)cc1	-9.6	-2.4	-4.4	10.6	-1.0	-11.9	0.2	-6.4	4.4	4.5
CCO[C@H]1OC(C(=O)Nc2ccccc2)=C[C@@H](C)[C@@H]1CCCO	31.2	.	-10.1	-0.7	-0.6	-8.3	1.3	1.7	10.1	13.8
Cc1nc(=S)c2c([nH]1)-c1ccccc1CC21CCCCC1	.	0.3	-17.3	12.4	-1.8	0.4	.	0.5	17.3	10.2
O=C(NNC(=O)C1CCN(S(=O)(=O)c2ccccc2)CC1)c1ccccc1O	-9.5	-2.2	-83.1	9.2	-1.9	-4.1	-3.1	5.4	83.1*	2.7
CN(C)c1ccc(NC(=O)CSc2nc(C3CC3)nc3ccccc23)cc1	-13.3	-1.7	-4.1	0.5	-2.3	-9.8	12.2	-10.7	4.1	-33.4
Cc1ccc(S(=O)(=O)CCC(=O)OCC(=O)N2CCN(S(=O)(=O)c3ccc(Cl)cc3)CC2)cc1	-6.9	-7.4	9.7	-5.0	-2.9	-1.8	-0.5	-6.7	-9.7	-3.3
CC(c1ccccc1C(O)(c1ccccc1)c1ccccc1)N(C)C (stereo unspecified)	-0.2	-0.1	21.9	.	-2.0	-5.7	-1.7	-2.0	-21.9	-45.1
CCOC(=O)c1[nH]c2ccccc2c1NC(=O)c1cc(OC)c(OC)c(OC)c1	-13.1	0.9	-45.8	-14.9	0.0	-1.2	0.0	0.4	45.8	13.7

Three entries from above, with bars between the fields.
molecule | MITF TRPM1 HTS | NSD2 HMT inh | SR-BI uptake up | Rtt109 Vps75 | CAL PDZ FP-1 | dFosB activator | CAL PDZ FP-2 | PvdQ acylase | SR-BI DiI inh | PfHsp90 set2
CCc1ccccc1NC(=O)C1=CC(c2ccc(OC)c(OC)c2)=NS(=O)(=O)N1C | . | . | -56.1 | -10.7 | -0.3 | -4.3 | . | 5.1 | 56.1 | 7.7
C#CCOCCOCCOCCNc1nc(N2CCOCC2)nc(N2CCN(C(=O)CCCCCCCCCCNC(=O)[C@H](CO)n3cc(CCCSC)nn3)CC2)n1 | -12.9 | . | -24.6 | 4.9 | -1.0 | -19.6 | -0.8 | -14.9 | 24.6 | 2.3
O=C(CCc1nnc(CCCCc2ccccc2)o1)NCCCc1cccnc1 | 11.9 | -0.2 | 10.7 | -7.7 | -3.0 | -3.1 | -2.3 | -17.2 | -10.7 | -8.2
